# High-throughput results deposited in PubChem BioAssay by several laboratories.
# PfHsp40 rescue: rescue of PfHsp40-mediated yeast toxicity. S. cerevisiae expressing PfHsp40, growth rescue, ATP luminescence. 340,000 compounds, 0.68% hits. growth rescue, % at 12.5 µM; in the data active = growth rescue above about 28%, passing the limit was not always enough;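 also: yeast W303a lacking pdr1 and pdr3 grown in galactose medium; growth measured after three days at 30 °C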
# Mtb BioA inh: BioA (M. tuberculosis) enzyme inhibition. inhibition, % at 9.99 µM. purified M. tuberculosis BioA enzyme, plate reader. 360,000 compounds, 0.096% hits. AID 602481; in the data active = inhibition above about 40%
# FBA Mtb inh: Mtb fructose-bisphosphate aldolase inhibition | P9WQA3 | purified M. tuberculosis FBA, fluorescence read-out | inhibition, % at 1 µM | 360,000 compounds, 2.3% hits | AID 588726; in the data active = inhibition above about 27%;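 also: 0% = vehicle and 100% = reference inhibitor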
# Target sequence (P9WQA3 whole entry, looked up): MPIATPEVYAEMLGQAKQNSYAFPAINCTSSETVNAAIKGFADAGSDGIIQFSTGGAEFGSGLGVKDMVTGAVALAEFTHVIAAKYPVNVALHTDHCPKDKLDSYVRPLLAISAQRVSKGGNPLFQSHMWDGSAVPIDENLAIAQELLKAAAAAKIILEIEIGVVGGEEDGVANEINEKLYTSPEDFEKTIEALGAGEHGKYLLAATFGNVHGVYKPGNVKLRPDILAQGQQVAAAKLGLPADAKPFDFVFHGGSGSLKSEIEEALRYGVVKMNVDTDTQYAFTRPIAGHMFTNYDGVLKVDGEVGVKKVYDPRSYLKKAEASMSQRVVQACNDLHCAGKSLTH
# FadD28 binding: inhibitors of Mycobacterium tuberculosis FadD28 bisubstrate binding; inhibition, % at 12.5 µM; 360,000 compounds, 0.22% hits; FadD28 bisubstrate probe binding, fluorescence polarization; AID 588549; in the data active = inhibition above about 8.5%, passing the limit was not always enough
# TcdB GH inh: inhibitors of Clostridioides difficile toxin B glycohydrolase; P18177; TcdB glycohydrolase enzymatic assay, plate reader; inhibition, % at 9.99 µM; 350,000 compounds, 0.24% hits; AID 652162; in the data active = inhibition above about 10%
# UGM FP inh: inhibitors of M. tuberculosis UDP-galactopyranose mutase; purified UGM, fluorescence polarization probe displacement; inhibition, % at 10 µM; 320,000 compounds, 0.06% hits; AID 504406; in the data active = inhibition above about 10%, passing the limit was not always enough
# Target sequence (P9WIQ1 whole entry, looked up): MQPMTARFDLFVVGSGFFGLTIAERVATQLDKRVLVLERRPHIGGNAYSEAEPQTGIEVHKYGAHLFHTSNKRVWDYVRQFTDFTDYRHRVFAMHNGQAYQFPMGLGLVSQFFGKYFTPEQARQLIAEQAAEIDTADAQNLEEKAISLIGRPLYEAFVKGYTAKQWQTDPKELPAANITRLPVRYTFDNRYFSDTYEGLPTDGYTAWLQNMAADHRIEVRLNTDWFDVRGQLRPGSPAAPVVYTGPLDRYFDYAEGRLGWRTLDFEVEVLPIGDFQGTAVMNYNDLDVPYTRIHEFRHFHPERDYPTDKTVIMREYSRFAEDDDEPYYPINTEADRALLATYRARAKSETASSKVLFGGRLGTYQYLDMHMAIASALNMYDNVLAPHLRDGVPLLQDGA
# GDH-TPI counter: GDH-TPI coupled enzyme inhibition counter-screen; GDH-TPI coupled enzyme counterscreen, NADH absorbance; inhibition, % at 4.8 µM; 360,000 compounds, 1.2% hits; AID 588335; in the data active = inhibition above about 30%;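 also: 0% = DMSO wells and 100% = wells lacking the enzyme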
# Y pestis TopoI: Y. pestis Topo-I inhibition via cleavage products; Y. pestis Topo-I cleavage product accumulation, plate reader; activity, % at 10 µM; 360,000 compounds, 0.064% hits; AID 504884; in the data active = activity above about 50%, passing the limit was not always enough; also: inactives centre near 2
# BH1578 lux ind: inducers of Vibrio cholerae quorum light production without autoinducers; activation, % at 18.7 µM; AID 588436; 350,000 compounds, 0.16% hits; V. cholerae BH1578 lux reporter, luminescence, 6 h; in the data active = activation mostly above about 9.7%, no sharp cut-off; also: not every result past the cut was called active; inactives centre near 0; reference of the scale not given here
# Numbers without * were called inactive; i = inactive; nt = no result given; + = active, no number.
SMILES,PfHsp40 rescue,Mtb BioA inh,FBA Mtb inh,FadD28 binding,TcdB GH inh,UGM FP inh,GDH-TPI counter,Y pestis TopoI,BH1578 lux ind
Cc1cc(C)c(C(=O)NC2CCCc3c2cnn3-c2ccc(C)c(C)c2)c(=O)[nH]1 (stereo unspecified),-0.5,2.8,7,-1.0,1.3,5.8,9,13,i
Cc1c(C)n(CCO)c2ncnc(Nc3ccc(F)cc3)c12,-0.7,6.9,5,-4.8,0.0,-3.1,-9,-2,-10
COC(=O)C(Cc1ccccc1)NC(=O)CCCC(=O)NCc1cccc(OC)c1 (stereo unspecified),-1.3,18,2,-0.4,0.0,-0.5,5,-4,-0.4
CSc1nc(C)cc(Oc2ccc(=O)n(C)n2)n1,-0.1,0.4,3,-0.6,nt,1.9,8,2,-0.3
COc1ccc(-c2cn[nH]c2N)cc1,-0.4,2.0,0,-0.4,nt,0.3,12,-2,1.0
CCOC(=O)CN(C(=O)CSc1nnc2c(n1)[nH]c1ccc(F)cc12)c1ccccc1,1.7,13,-16,-9.0,nt,-0.7,7,0,1.9
COc1ccc(Cl)cc1CN1C(=O)NC2(CCCCCC2)C1=O,1.1,-0.7,0,-0.9,0.9,-2.1,0,3,i
Cc1ccnc(SCCn2c(N3CCN(c4ccccc4)CC3)nc3c2c(=O)[nH]c(=O)n3C)n1,-0.6,-1.1,-3,-4.6,-0.4,1.7,-10,4,-1.5
CCS(=O)(=O)NCC(c1cccnc1)N1CCN(c2ccc(OC)cc2)CC1 (stereo unspecified),0.7,nt,-2,-1.9,4.9,-0.8,11,1,0.8
CN1CCN(C(=O)c2cnn(-c3ccccc3)c2NC(=O)c2cccs2)CC1,-0.8,-1.7,0,-1.3,nt,-2.1,5,-1,1.4
CC(=O)Nc1ccc(NC(=O)Nc2cccc3ccccc23)cc1,-0.4,-2.0,10,-0.8,0.3,0.6,0,2,i
Cc1noc(C)c1COc1cccc(C(=O)Nc2ccccc2)c1,-1.4,1.9,0,-1.4,-1.5,nt,1,1,-0.3
CC(=O)Nc1sc(/C(C#N)=C\c2cccc(Cl)c2)nc1-c1ccc(C)cc1,0.8,-2.6,3,-2.0,1.1,1.1,-1,9,0.7
Cc1cs/c(=N\N=C\c2ccccc2)n1Cc1ccco1,0.0,0.6,-5,-3.9,nt,1.6,5,3,-0.2
CCOC(=O)C1=C(COC(=O)C2(C)CC2(Cl)Cl)NC(=O)NC1c1ccccc1 (stereo unspecified),-0.4,-6.3,1,0.8,-0.4,1.4,0,-5,-0.6
CC(=O)c1ccc(-c2cnc3c(NC=O)cc(-c4cnn(C)c4)cn23)cc1,nt,22,13,-2.5,0.6,nt,28,-1,i
COC(=O)c1ccc(CNC(=O)/C=C/[C@H]2O[C@@H](n3cc(C)c(=O)[nH]c3=O)C[C@@H]2O)cc1,nt,-1.8,1,0.1,-4.5,nt,nt,nt,nt
CCOc1ccc2[nH]cc(C(=O)O)c(=O)c2c1,-0.2,nt,-1,-1.5,0.5,0.3,-4,9,i
N#CC/C(N)=N/Nc1nc2ccccc2nc1Cc1ccccc1,-0.7,-1.8,2,-1.4,-0.1,-1.1,5,3,i
O=C(NC1CCCCC1)C(c1ccncc1)N(Cc1ccc2c(c1)OCO2)C(=O)c1cnsn1 (stereo unspecified),-0.2,-2.7,2,0.6,nt,0.5,7,-4,-0.4
COC(=O)C(=CC(=CN(C)C)C=C(C(=O)OC)C(=O)OC)C(=O)OC,-0.7,-1.8,-8,-1.5,0.1,-1.4,16,-4,0.2
OC(COc1ccc(Br)cc1)CN1CCCC1 (stereo unspecified),-1.9,-1.0,0,0.3,2.0,-0.6,1,-2,-0.6
CSC1(SC2=NCCN2)SC2(NCCN2)S1,1.8,nt,4,-1.4,0.4,nt,-1,8,i
COc1ccc(NC(=O)CCCn2c(=O)c3sccc3n(Cc3ccccc3C)c2=O)cc1,1.4,nt,-1,-2.7,nt,4.7,10,-1,-1.4
CN(C)S(=O)(=O)c1cccc(NC(=O)COC(=O)c2ccc(Br)o2)c1,-1.8,1.4,6,0.3,nt,0.6,17,4,14
CCC[n+]1cn(/C(C(=S)Nc2cccc(Cl)c2C)=C(/[O-])c2ccc(OC)c(OC)c2)c2ccccc21,-1.1,nt,2,-1.0,-1.4,-0.4,9,2,-0.3
CCC1(C)CC(CCN(Cc2ccco2)C(C)=O)(c2ccccc2)CCO1 (stereo unspecified),-0.5,nt,1,-2.2,1.4,1.3,-2,32,-0.3
CC(C)CNC(=O)c1ccc(-c2ccc(F)c(F)c2)c2ccoc12,nt,3.4,10,-0.5,1.5,nt,12,46,-0.4
O=C(O)CSc1c(Cl)c(=O)oc2ccc(Cl)cc12,nt,0.5,-1,1.5,0.3,nt,18,13,i
O=C(CCC(=O)c1ccc(F)cc1)OCc1nnc(-c2ccc([N+](=O)[O-])cc2)o1,-2.4,2.2,0,-6.1,0.1,0.3,-4,1,0.5
CSCC(C)N1CCC(n2nccc2NC(=O)c2ccccc2C)CC1 (stereo unspecified),-1.0,0.6,0,-1.6,1.2,-0.5,0,3,i
CC1CCN(S(=O)(=O)c2cccc(C(=O)NC3CCCC3)c2)CC1,-0.4,0.2,1,0.7,0.1,1.2,4,-2,-0.3
CCCCN(C=O)c1c(CC)nc2c(OCc3ccc(C(F)(F)F)cc3)cccn12,nt,10,-1,-6.3,1.2,nt,2,23,-0.6
COc1ccc(C(=O)OC2CCN(C)CC2)cc1,-0.3,-1.8,0,-1.1,nt,0.7,18,-9,-0.7
CCN(CCn1cccn1)C(=O)c1cc(COc2c(F)cccc2F)on1,-0.1,-0.5,-3,-0.5,0.9,-0.2,9,-1,0.0
CC1=CC(C)(C)n2c(O)c(C3=NC(=S)NC3=O)c3cc(OC(=O)c4cccc5ccccc45)cc1c32,1.1,0.8,-1,-3.0,nt,-2.1,-2,-14,i
C/C(=N/NS(=O)(=O)c1ccc(C(C)C)cc1)c1ccncc1,-0.3,-0.8,0,-2.7,0.4,1.0,10,-7,1.3
CC1CCCN(C(=O)CSc2nc3ccccc3o2)C1 (stereo unspecified),-0.5,nt,1,-3.8,nt,-2.0,0,9,-0.4
COc1ccc(CC(=O)Nc2ccc(F)c(Cl)c2)cc1S(=O)(=O)N1CCOCC1,-0.9,1.6,0,-3.4,1.3,0.5,5,11,i
Cn1ncc(N)c1C(=O)Nc1cccc(C(F)(F)F)c1,-0.3,1.0,-4,-1.4,nt,3.7,0,-8,0.5
COc1ccc(NC(=O)C2CCCN(S(=O)(=O)c3cccc4nonc34)C2)c(OC)c1 (stereo unspecified),-0.3,nt,0,-2.7,2.2,0.1,1,4,-0.7
Cc1cccc(NC(=O)C2CCN(S(=O)(=O)c3ccc4c(c3)OCCCO4)CC2)n1,-0.1,nt,2,1.3,0.5,1.9,4,-1,-1.8
COc1cccc(/C=N/Nc2cc(Cl)nc(C)n2)c1O,1.1,nt,5,-2.6,-5.2,-3.2,8,-1,-1.5
O=C(CN1CCN(S(=O)(=O)c2ccc3ccccc3c2)CC1)NC(=O)NC1CCCCC1,0.0,-0.3,-2,-0.7,nt,1.4,3,-5,-6.2
C/C(=N\NC(=O)c1ccc(Cl)c(Cl)c1)c1ccccn1,1.9,-0.2,2,-1.8,0.5,-3.0,9,-5,-1.0
COc1ccc(NC2C=CS(=O)(=O)C2)c(OC)c1 (stereo unspecified),12,0.3,1,-0.7,-4.7,1.7,16,-1,i
Nc1ccc(S(=O)(=O)c2ccc(N)c(N)c2)cc1,-0.4,nt,2,-2.4,-1.2,-0.9,4,0,i
CC(C)CN1C(=O)C(=O)N(CC(=O)N(C)CC(=O)Nc2ccc(Cl)c(C(F)(F)F)c2)C1=O,-0.3,0.3,0,-17,-1.1,3.4,6,-5,-0.4
Cc1cc(NCCCCO)n2c(nc3ccccc32)c1C#N,-1.1,-2.0,+,-0.5,1.7,-0.4,10,6,i
Cc1nc(SCc2cccc(F)c2)[nH]c(=O)c1C#N,1.4,1.9,-1,-6.0,nt,0.2,-2,2,-0.8
C=CCN1C(=O)N/C(=C/c2ccc(C)o2)C1=O,-0.1,nt,6,-0.6,-0.1,-4.8,19,4,1.0
COCCNC(=O)CN(C(=O)Cn1nnc2ccccc21)c1ccc(C)c(F)c1,-1.0,nt,-3,-0.5,nt,-0.5,4,0,-0.3
CC(C)C(OC(=O)CN1C(=O)c2ccccc2C1=O)C(=O)NC1CCCC1 (stereo unspecified),-0.2,-1.8,-2,-2.1,0.9,0.6,0,-6,-0.3
COc1ccc(Cl)cc1C(=O)CSc1nc(N)cc(N)n1,1.4,2.5,-1,-1.3,nt,2.1,9,-3,i
CC(C)CNC(=O)C1(C)CCCN1C(=O)c1c(Cl)cccc1Cl (stereo unspecified),nt,-0.9,-3,-3.7,0.4,nt,-5,3,-0.4
CSC(=NC#N)N1CCN(c2ccc([N+](=O)[O-])cc2)CC1,-1.8,-1.1,-12,-3.6,0.6,0.4,13,3,-0.2
COC(=O)c1scc(C)c1NC(=O)c1ccc(Cl)cc1,-0.5,-5.1,6,-1.4,nt,-2.7,2,2,i
Cc1cccc(CS(=O)(=O)c2nnc([C@H](Cc3ccccc3)NC(=O)OC(C)(C)C)o2)c1,373*,-0.7,-2,-2.6,nt,-1.7,-5,3,-3.7
Nc1c(N(Cc2ccco2)C(=O)c2cccc(Cl)c2)c(=O)[nH]c(=O)n1Cc1ccccc1,-0.9,-1.8,1,-0.8,0.6,0.1,-2,6,i
C=CCOc1ccc(C(=O)Nc2ncn[nH]2)cc1,-0.3,-1.1,1,-2.0,0.9,4.5,-1,-20,-0.6

# Compounds from the list above with a thiophene ring, fused or not, in the order listed:
SMILES,PfHsp40 rescue,Mtb BioA inh,FBA Mtb inh,FadD28 binding,TcdB GH inh,UGM FP inh,GDH-TPI counter,Y pestis TopoI,BH1578 lux ind
CN1CCN(C(=O)c2cnn(-c3ccccc3)c2NC(=O)c2cccs2)CC1,-0.8,-1.7,0,-1.3,nt,-2.1,5,-1,1.4
COc1ccc(NC(=O)CCCn2c(=O)c3sccc3n(Cc3ccccc3C)c2=O)cc1,1.4,nt,-1,-2.7,nt,4.7,10,-1,-1.4
COC(=O)c1scc(C)c1NC(=O)c1ccc(Cl)cc1,-0.5,-5.1,6,-1.4,nt,-2.7,2,2,i

# Laid out differently: results already given.
Compound	PfHsp40 rescue	Mtb BioA inh	FBA Mtb inh	FadD28 binding	TcdB GH inh	UGM FP inh	GDH-TPI counter	Y pestis TopoI	BH1578 lux ind
CC(C)CNC(=O)C1(C)CCCN1C(=O)c1c(Cl)cccc1Cl (stereo unspecified)	nt	-0.9	-3	-3.7	0.4	nt	-5	3	-0.4
CSC(=NC#N)N1CCN(c2ccc([N+](=O)[O-])cc2)CC1	-1.8	-1.1	-12	-3.6	0.6	0.4	13	3	-0.2

# Next structures.
SMILES,PfHsp40 rescue,Mtb BioA inh,FBA Mtb inh,FadD28 binding,TcdB GH inh,UGM FP inh,GDH-TPI counter,Y pestis TopoI,BH1578 lux ind
COc1ccc(S(=O)(=O)N2CCCCCC2)cc1C(=O)N(C)Cc1ccc(F)cc1,1.0,nt,5,-3.8,1.3,-0.8,-2,25,-2.4
Cc1ccc(NC(=O)COC(=O)CN2C(=O)NC3(CCCC3)C2=O)cc1S(=O)(=O)N(C)C,-0.3,-0.4,1,0.8,1.5,0.1,-3,-1,-0.3
Cc1ccc(-c2cc(NC(=O)c3ccccc3[N+](=O)[O-])n[nH]2)cc1,1.1,-1.7,1,4.7,1.9,-1.6,23,-12,4.8
CCCc1cc(=O)[nH]c(SCC(=O)CSc2nc(CCC)cc(=O)[nH]2)n1,0.7,-0.9,-3,1.1,0.6,2.0,-3,-3,nt
Cc1ccc2c(c1)N(S(=O)(=O)c1ccc(CN3C(=O)c4cccnc4C3=O)s1)CCO2,-0.7,3.4,1,-2.9,0.6,0.1,5,24,-0.6
Cc1oc(-c2ccc(Cl)cc2)nc1CN1CCCC(C(=O)NCc2ccccn2)C1 (stereo unspecified),-1.3,nt,-4,-0.2,nt,-1.3,-15,30,i

# Of the compounds above, 2 have a COOH group:
SMILES,PfHsp40 rescue,Mtb BioA inh,FBA Mtb inh,FadD28 binding,TcdB GH inh,UGM FP inh,GDH-TPI counter,Y pestis TopoI,BH1578 lux ind
CCOc1ccc2[nH]cc(C(=O)O)c(=O)c2c1,-0.2,nt,-1,-1.5,0.5,0.3,-4,9,i
O=C(O)CSc1c(Cl)c(=O)oc2ccc(Cl)cc12,nt,0.5,-1,1.5,0.3,nt,18,13,i
